ASM inhibitor: Inhibitors of Secretory Acid Sphingomyelinase (S-ASM): qHTS | Sphingomyelin phosphodiesterase (Homo sapiens), P17405 | 340,000 compounds, 0.006% hits | AID 504937, 2011 | placental ASM, HMU-PC fluorogenic substrate, 60 min | Potency, µM (doses to about 57.5 µM), without a hit: at the top dose activity change, negative = inhibition, hits mostly inhibitors; further: potency means the concentration at half of the fitted maximal effect
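HMU-PC0 cleavage (9 uM final) by human placental ASM, 60 min at 37 °C following 10 min compound exposure at RT; stopped at pH 10, fluorescence Ex 386/Em 447 nm.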
TSHR antag: Antagonists of the Thyroid Stimulating Hormone Receptor: HTS campaign. TSHR-expressing cells, TSH-stimulated cAMP HTRF, 2 h; active compounds read low. activity change, negative = inhibition, % at 11.5 µM. Thyrotropin receptor (Homo sapiens), P16473. AID 504810, 2011. 330,000 compounds, 0.2% hits;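 active means activity change below a set negative limit, meaning inhibition stronger than a set level, cut at about -70% in these data; inconclusive means activity change between two set negative limits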; further: on the % scale 0 is the no-effect control and ±100 the full control effect
Target sequence (P16473 whole entry, looked up): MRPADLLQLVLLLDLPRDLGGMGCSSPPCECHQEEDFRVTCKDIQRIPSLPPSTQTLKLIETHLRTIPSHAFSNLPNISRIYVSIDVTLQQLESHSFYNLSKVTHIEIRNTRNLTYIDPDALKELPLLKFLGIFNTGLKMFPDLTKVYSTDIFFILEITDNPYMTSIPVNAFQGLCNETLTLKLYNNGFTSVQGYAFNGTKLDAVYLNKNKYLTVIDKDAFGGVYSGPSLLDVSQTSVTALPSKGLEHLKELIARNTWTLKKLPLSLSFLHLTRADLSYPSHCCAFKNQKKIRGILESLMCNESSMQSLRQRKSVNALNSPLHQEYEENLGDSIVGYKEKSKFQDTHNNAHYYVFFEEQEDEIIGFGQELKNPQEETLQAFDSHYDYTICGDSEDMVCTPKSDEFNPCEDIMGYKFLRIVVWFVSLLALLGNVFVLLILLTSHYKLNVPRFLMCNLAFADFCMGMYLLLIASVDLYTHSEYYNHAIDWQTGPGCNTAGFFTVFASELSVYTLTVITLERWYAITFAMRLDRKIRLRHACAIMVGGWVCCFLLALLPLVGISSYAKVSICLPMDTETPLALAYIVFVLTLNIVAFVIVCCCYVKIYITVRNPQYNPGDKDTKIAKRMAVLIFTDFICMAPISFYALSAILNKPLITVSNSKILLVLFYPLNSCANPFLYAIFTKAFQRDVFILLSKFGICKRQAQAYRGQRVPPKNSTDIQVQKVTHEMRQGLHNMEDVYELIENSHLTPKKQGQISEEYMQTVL
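TSHR-expressing cells were treated with compounds, then stimulated with TSH at EC80 (4nM final) for 2 hours at 37 deg C. Cellular cAMP was measured by HTRF competition between lysate cAMP and cAMP-d2 for a cryptate-labelled anti-cAMP antibody.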
BCR signal inh: qHTS Assay to Find Inhibitors of Chronic Active B-Cell Receptor Signaling. ABC-DLBCL IkBa-CBG/CBR reporter, luminescence ratio, 4 h. Potency, µM (highest dose often 46.1 µM), without a hit: at the highest dose ratio change, negative = lower green/red ratio, most hits filed as inhibitors. 340,000 compounds, 0.05% hits; active means well fitted inhibition curve with a large enough effect in the signal ratio, with a control signal flat, not every such curve was filed as active; inconclusive means small, poorly fitted or top-dose-only effect, or effect the other way, or a change in a side signal; the % refers to the signal ratio;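 further: potency means the concentration at half of the fitted maximal effect; plate controls were basal doxycycline-induced cells for no effect and cells given 10 µM MG132 for full effect; MG132 reads +100%, hits lower the ratio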
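Concentration-response series (up to 46 uM) were applied to TMD8 dual-reporter cells for 4 h at 37C with doxycycline. Green/red ratio, after filter-overlap correction, defined %Activity; red signal alone was normalised to basal cells and zero luminescence.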
ELG1 DNA repair: qHTS screen for small molecules that inhibit ELG1-dependent DNA repair in human embryonic kidney (HEK293T) cells expressing luciferase-tagged ELG1. HEK293T ELG1-luciferase reporter, luminescence, 16 h; DNA damage induced by 5-fluorouridine. Potency, µM (top dose mostly 46.1 µM), for inactives: at the top dose activity change, negative = inhibition, actives largely listed as inhibitors. 330,000 compounds, 2.3% hits. AID 504467, 2011; further: potency means the concentration at half of the fitted maximal effect; on the % scale 0 is the no-effect control and ±100 the full control effect; nearly all actives have a fitted effect of over 55% in size
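Step one: seed 2,000 cells per well. Step two: pin-transfer compound or DMSO alongside 5-fluorouridine. Step three: incubate 16 hr, 37 °C, 5% CO2. Step four: add ONE-Glo, wait 30 min, read luminescence.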
Eya2 phos inh: qHTS Assay for Inhibitors of the Phosphatase Activity of Eya2. Protein phosphatase EYA2 (Homo sapiens), O00167. recombinant Eya2, OMFP fluorescence dephosphorylation (OMFP is methylfluorescein phosphate). Potency, µM (top dose mostly 76.9 µM), for the others: at the highest dose activity, negative = inhibition, usual class: inhibitors. 330,000 compounds, 0.006% hits. AID 488837, 2010; further: potency means the concentration at half of the fitted maximal effect; on the % scale 0 is the no-effect control and ±100 the full control effect
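Eya2 (0.2 uM) preincubated 10 min at ambient with compound, then OMFP substrate added at 50 uM; 10 min reaction in 50 mM HEPES pH 7.5, 50 mM NaCl, 5 uM MgCl2, 0.05% BSA, 1 mM DTT. Fluorescence read at Ex 485/Em 525 nm.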
a7 integrin act: qHTS for Activators of Integrin-Mediated Alleviation for Muscular Dystrophy | alpha7betagal myoblasts, beta-gal FDG fluorescence, 48 h | Potency, µM (titrated, usually from 38.3 µM), without a hit: at the top dose activation, hits mostly activators | 350,000 compounds, 0.064% hits | AID 624291, 2012;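 further: potency means the concentration at half of the fitted maximal effect; 100% = response of the positive control SU9516; nearly all actives have a fitted effect of over 60% in size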
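Alpha7betagal+/- myoblasts (passage 13) were plated 16-24 hr, then exposed to compounds (1:260 dilution of DMSO stock) for 48 hours at 37C. After MPER lysis, β-galactosidase reporter activity was read as FDG fluorescence (ex 480/em 540) after 30 minutes.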
Tb PFK block: qHTS Assay to Find Inhibitors of T. brucei phosphofructokinase. Potency, µM (doses to about 57.5 µM), for the others: top-dose activity, negative = inhibition, usual class: inhibitors. T. brucei PFK, ADP-Glo luminescence. ATP-dependent 6-phosphofructokinase (Trypanosoma brucei brucei), O15648. 330,000 compounds, 0.17% hits;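 further: potency means the concentration at half of the fitted maximal effect; 0% = uninhibited 1x PFK enzyme wells and -100% = no-enzyme wells; nearly all actives have a fitted effect of over 60% in size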
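Luminescent ADP detection (ADP-Glo, two-step: ATP depletion then ADP-to-ATP conversion for luciferase) reported PFK activity after 45 min room-temperature reaction of 1.25 nM enzyme with 0.5 mM F6P and 0.1 mM ATP at pH 8.0.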
PTAP TSG101 blk: qHTS Assay for Iinhibitors of HIV-1 Budding by Blocking the Interaction of PTAP/TSG101 | Fluorescence polarization, FITC-PTAP peptide / Tsg101 binding | Potency, µM (top dose mostly 115 µM), without a hit: at the highest dose activity change, negative = inhibition, most hits filed as inhibitors | Tumor susceptibility gene 101 protein (Homo sapiens), Q99816 | AID 493005, 2010 | 340,000 tested, under 10 active; active means well fitted inhibition curve with a large enough effect in the main read-out, with a control signal flat, not every such curve was filed as active; inconclusive means small, poorly fitted or top-dose-only effect, or effect the other way, or a change in a side signal; inactive means no such curve, though single readings can be large or run the other way; further: potency means the concentration at half of the fitted maximal effect; % of control where 0% means no effect
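Fluorescence polarization binding of Tsg101 binding domain (10 uM final) to FITC-labeled PTAP peptide (50 nM final) in HEPES pH 7.5 buffer with NaCl, Tween 20, EDTA, TCEP. Compounds added before peptide; binding 20 min at RT.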
A-T KAP1 phos: qHTS Assay for Identifying a Potential Treatment of Ataxia-Telangiectasia; […] A-T fibroblasts, KAP-1 phosphorylation AlphaLISA; neocarzinostatin DNA damage 30 min before lysis; Potency, µM (series often up to 57.5 µM), inactives show top-dose activation, most hits filed as activators; 320,000 compounds, 0.19% hits; AID 485349, 2010; further: potency means the concentration at half of the fitted maximal effect; % of control where 0% means no effect; nearly all actives have a fitted effect of over 45% in size
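hTERT-immortalized A-T patient fibroblasts ([…]), 500 cells/well in OPTI-MEM, 1% FBS, got compounds for 60 min, then NCS for 30 min at 37C. Lysates were then assayed for phospho-KAP-1 by AlphaLISA (anti-pKAP1 donor, anti-KAP1 acceptor beads), 6 hr at 25C.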
TCR activator: Activators of T cell receptors: qHTS campaign; primary human leukocytes, anti-CD3, IL-2 HTRF, 48 h; Potency, µM (series often up to 9.22 µM), for the others: top-dose activation of IL-2 secretion, usual class: activators; 330,000 tested, under 10 active; AID 504894, 2011; further: % of control where 0% means no effect
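Compounds are tested in HTS on primary human leukocytes co-incubated with a-CD3 beads for 48 hr. IL-2 output is measured by time-resolved FRET.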
Mito fusion act: qHTS Assay for Small Molecule Inhibitors of Mitochondrial Division or Activators of Mitochondrial Fusion; S. cerevisiae fusion-defective mutant growth rescue, CellTiterGlo 48 h; Potency, µM (series often up to 46.1 µM), without a hit: at the top dose growth rescue (activation), most hits filed as activators; 320,000 compounds, 0.23% hits; AID 485298, 2010;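 further: potency means the concentration at half of the fitted maximal effect; % of control where 0% means no effect; nearly all actives have a fitted effect of over 45% in size; temperature-sensitive fusion mutants such as fzo1-1 at 37 °C on non-fermentable ethanol glycerol medium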
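Compounds are tested for their ability to restore growth of mitochondrial fusion-defective yeast strains at non-permissive 37C in YPEG medium over 48 hours. Viability is quantified by luciferase luminescence.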
The depositor's hits bear a star; ? = inconclusive; · = no result given; [ ] = remark or other dose. Unless noted, the call rests on the fitted dose curve; in most records, active means well fitted curve in the direction sought with a large enough effect; inconclusive means small, poorly fitted or top-dose-only effect, or another doubt; inactive means no such curve, though single readings can be large; an effect the other way counts as inactive or inconclusive.

SMILES	ASM inhibitor	TSHR antag	BCR signal inh	ELG1 DNA repair	Eya2 phos inh	a7 integrin act	Tb PFK block	PTAP TSG101 blk	A-T KAP1 phos	TCR activator	Mito fusion act
COc1ccc(-c2[nH]ncc2/C=N\NC(=O)c2ccc(C(C)(C)C)cc2)cc1OC	-4%	-7	4%	-24%	-2%	-5%	-2%	3%	-13%	-2%[46.1 µM]	1%
O=C(CNC(=O)c1ccco1)OCc1ccc(C(=O)c2ccccc2)cc1	-4%	-17	1%	3%	9%	-9%	1%	-4%	-3%	-2%	1%
Cc1ccc(-n2nnnc2SCC(=O)NCC2(N3CCOCC3)CCCCC2)c(C)c1	0%	-8	7%	?	8%	5%	-8%	1%	9%	4%	-3%
COc1ccc(CCNC(=O)CSc2nccc(=O)[nH]2)cc1OC	0%	2	0%	-2%	7%	9%	-3%	1%	-5%	-1%	-11%
COCCNC(=S)N1CCN(c2nc(-c3ccccc3)cs2)CC1	-4%	-7	-2%	-10%	6%	7%	2%	-2%	3%	0%	-6%
COc1ccc2c(c1)CCc1c(C(=O)N3CC4(C)CC3CC(C)(C)C4)noc1-2 (centres undefined)	-12%	-11	-4%	?	-32%	-12%	7%	0%	11%	·	13%
O=C(CCSc1ccccc1)Nc1nnc(-c2ccccc2)o1	-1%	-1	-18%	0%	15%	4%	-2%	-5%	-5%	3%	2%
Cc1cc2n(n1)SC(Nc1ccc(F)c(Cl)c1)N2 (centres undefined)	1%	-11	?	?	-3%	4%	-26%	-7%	-5%	0%[46.1 µM]	6%
Cn1nnc2ccccc2c1=O	1%	7	-2%	13%	-2%	17%	0%	-2%	-2%	-3%	7%
CCOc1ccc(CCN2C(=O)C3C4C=CC(C4)C3C2=O)cc1OCC (centres undefined)	4%	1	1%	?	-28%	-14%	0%	0%	13%	-3%	-10%
Cc1ccc(S(=O)(=O)N(C)/N=C2/C(=O)N(CC(=O)O)c3ccccc32)cc1	3%	6	0%	0%	2%	-15%	0%	-5%	-3%	-2%	?
CN(C(=O)COC(=O)Cc1c[nH]c2ccccc12)c1c(N)n(Cc2ccccc2)c(=O)[nH]c1=O	0%	36	-2%	26%	8%	-13%	-2%	1%	3%	-19%	-4%
Clc1ccc(-c2nnc(-c3ccccc3)c(-c3ccccc3)n2)cc1	0%	-5	?	0%	2%	-11%	0%	0%	7%	1%	12%
Cc1nn2c(CN(C(=O)CN3CCOCC3)c3ccccc3)nnc2c2ccccc12	0%	29	9%	9%	8%	-5%	14%	0%	1%	0%[46.1 µM]	4%
Cc1ccc(-n2c(CCC(=O)O)ccc2-c2cccs2)cc1	9%	0	-4%	12%	-9%	-3%	19%	·	-3%	·	2%
O=C(O)CCNS(=O)(=O)c1ccc2c(c1)Cc1ccccc1-2	2%	4	?	1%	16%	20%	9%	3%	7%	0%	-2%
CC(C)(C)NC(=O)CSc1nc(O)cc(=O)n1-c1ccccc1	-1%	-10	14%	-3%	1%	24%	0%	0%	-1%	·	0%
CC(=O)Nc1ccc(C(=O)CSc2nnc3scc(-c4ccccc4)n23)cc1	0%	5	?	-25%	7%	-11%	-1%	-4%	3%	2%	1%
O=C(O)COc1ccc(F)cc1Br	4%	-5	0%	?	0%	-38%	-13%	0%	-2%	0%	7%
O=C(Nc1cccc(S(=O)(=O)N2CCOCC2)c1)c1ccc2c(=O)n3c(nc2c1)CCCCC3	-4%	0	?	12µM*	9%	-53%[inhibitor]	-4%	-2%	3%	·	3%
COC(=O)c1c(C(=O)OC)c2ccccn2c1C(=O)c1ccccc1	-2%	-18	10%	?	-25%	-14%	1%	0%	-1%	9%	5%
Cc1cnc(C(=O)OCC(=O)Nc2sc3c(c2C#N)CCC3)cn1	-2%	-6	-2%	2%	3%	20%	-9%	1%	1%	6%	0%
CCc1ccc(C(=O)Nc2nnn(CC)n2)cc1	0%	18	16%	?	9%	-27%[7.66 µM]	1%	-3%	·	·	0%
CCN(CC(=O)Nc1ccc(NC(C)=O)cc1)C(=O)c1ccc(COc2ccccc2)o1	0%	-4	-11%	-16%	7%	-23%	0%	-1%	3%	15%	0%
CC(C)C(NC(=O)OCc1ccccc1)C(=O)OCC(=O)NC1CC1 (centres undefined)	-1%	-4	-4%	-7%	5%	-5%	12%	-2%	1%	-3%	-7%
O=c1c2ccccc2oc2cc(-c3ccc4cc[nH]c4c3)ccc12	55%[activator]	-2	?	?	-13%	5%	-1%	0%	7%	0%	·
CCOc1ccc(N/C(N)=N/c2nc(C)c(C)c(=O)[nH]2)cc1	5%	7	0%	21%	1%	0%	0%	-3%	8%	2%	2%
CNc1nc(C)c([N+](=O)[O-])c(Nc2ccc(OC)cc2)n1	-2%	12	7%	-5%	-2%	6%	3%	0%	2%	·	-1%
CC1CC(=O)Nc2ccccc2N1C(=O)CN1CCN(C=O)CC1 (centres undefined)	0%	-3	-7%	8%	?	-16%	2%	0%	-1%	1%	3%
COCCCNC(=O)N1c2ccccc2Sc2ccccc21	-1%	13	0%	14%	?	3%	2%	-5%	16%	2%	5%
CN1CCN(C(=O)C2(NC(=O)NCc3ccccc3)CCCCC2)CC1	-3%	7	4%	11%	0%	24%	-3%	2%	-4%	7%[46.1 µM]	1%
O=C(CC1C(=O)NCCN1CC1CCCCC1)NCc1cc(F)ccc1F (centres undefined)	6%	0	10%	0%	2%	17%	-1%	-1%	1%	3%	14%

Filtered by structure, those above containing a COOH group (four)
SMILES	ASM inhibitor	TSHR antag	BCR signal inh	ELG1 DNA repair	Eya2 phos inh	a7 integrin act	Tb PFK block	PTAP TSG101 blk	A-T KAP1 phos	TCR activator	Mito fusion act
Cc1ccc(S(=O)(=O)N(C)/N=C2/C(=O)N(CC(=O)O)c3ccccc32)cc1	3%	6	0%	0%	2%	-15%	0%	-5%	-3%	-2%	?
Cc1ccc(-n2c(CCC(=O)O)ccc2-c2cccs2)cc1	9%	0	-4%	12%	-9%	-3%	19%	·	-3%	·	2%
O=C(O)CCNS(=O)(=O)c1ccc2c(c1)Cc1ccccc1-2	2%	4	?	1%	16%	20%	9%	3%	7%	0%	-2%
O=C(O)COc1ccc(F)cc1Br	4%	-5	0%	?	0%	-38%	-13%	0%	-2%	0%	7%

Compound activity deposited in PubChem by National Center for Advancing Translational Sciences (NCATS).
